Assay outcomes from PubChem.
EphB4 ephrin blk – EphB4-ephrin-B2 interaction antagonists, primary screen, biochemical, TNYL-RAW peptide probe, fluorescence polarization. Ephrin type-B receptor 4 (Homo sapiens), P54760. EphB4 LBD / TNYL-RAW-Alexa532 peptide. inhibition, % at 7 µM. 97,000 compounds, 0.15% hits. AID 720, 2007;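 active = inhibition above the screen-wide mean inhibition plus 3 SD, cut at about 15% in these data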;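 note: 0% = DMSO wells and 100% = excess unlabeled TNYL-RAW peptide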
PLK1 PBD inh – Plk1 polo box domain binding inhibitors, primary screen, biochemical, fluorescence polarization | Serine/threonine-protein kinase PLK1 (Homo sapiens), P53350 | Plk1 PBD phosphopeptide binding | inhibition, %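 (tested at about 20 µM)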 | 97,000 compounds, 0.13% hits | AID 693, 2007; in the data active = inhibition above about 34%, passing the limit was not always enough
Target sequence (P53350 whole entry, looked up, the tested form may be a part): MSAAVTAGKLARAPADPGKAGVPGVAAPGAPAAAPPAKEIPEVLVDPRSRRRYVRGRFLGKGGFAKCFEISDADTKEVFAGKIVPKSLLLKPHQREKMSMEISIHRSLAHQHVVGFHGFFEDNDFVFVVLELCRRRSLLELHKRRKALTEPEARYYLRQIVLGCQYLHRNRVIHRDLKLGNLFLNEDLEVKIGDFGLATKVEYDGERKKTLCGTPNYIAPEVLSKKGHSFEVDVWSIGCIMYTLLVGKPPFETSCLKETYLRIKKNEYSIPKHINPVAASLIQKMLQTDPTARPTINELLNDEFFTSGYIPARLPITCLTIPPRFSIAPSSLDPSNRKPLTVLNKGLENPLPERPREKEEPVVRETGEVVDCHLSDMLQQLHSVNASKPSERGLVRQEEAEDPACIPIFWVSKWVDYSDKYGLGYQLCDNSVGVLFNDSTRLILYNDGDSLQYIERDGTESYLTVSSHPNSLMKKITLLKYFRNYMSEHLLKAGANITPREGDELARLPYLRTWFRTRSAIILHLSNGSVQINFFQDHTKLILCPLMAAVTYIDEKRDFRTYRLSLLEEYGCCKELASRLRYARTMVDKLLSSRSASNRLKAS
Rev-RRE block – HIV-1 Rev-RRE binding inhibitors, primary screen, biochemical, FRET, protein-RNA interaction. Rev peptide-RRE RNA binding. 97,000 compounds, 0.79% hits. P05866. inhibition, % at 8 µM;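 active = inhibition above the screen-wide mean plus 3 SD, cut at about 35% in these data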;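 note: 0% = median DMSO wells and 100% = median Neomycin B control wells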
Target sequence (P05866 whole entry, looked up): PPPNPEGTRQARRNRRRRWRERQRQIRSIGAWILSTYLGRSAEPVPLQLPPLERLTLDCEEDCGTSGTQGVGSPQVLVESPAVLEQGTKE
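assay system = Cy5-tagged RRE RNA duplex with fluorescein-tagged Rev peptide | incubation = 5 + 15 min at 25 °C | also added = labelled Rev peptide | measure = % inhibition of FRET ratio versus controls | benchmarks = DMSO wells as 0% and neomycin B wells as 100% inhibition | measured by = FRET fluorescence readout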
FAK blocker – FAK kinase inhibitors, primary screen, biochemical; biochemical FAK kinase activity assay; inhibition, %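 (tested at 7 µM)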; Focal adhesion kinase 1 (Homo sapiens), Q05397; 97,000 compounds, 0.84% hits; in the data active = inhibition above about 19%;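 note: 0% = DMSO and 100% = reference compound high control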
PLAP act – PLAP enzyme activators, biochemical, luminescence, HTS. Alkaline phosphatase, placental type (Homo sapiens), P05187. purified PLAP enzyme, luminescent substrate read-out; active compounds read high. activation fold at 20 µM. 96,000 compounds, 1.2% hits. AID 696, 2007; in the data active = activation fold above about 2
S1P2 ag – S1P2 receptor agonists, primary screen, cell-based; 97,000 compounds, 0.46% hits; S1P2-expressing cell line, agonist reporter read-out; AID 729, 2007; activation, % at 4.5 µM; Sphingosine 1-phosphate receptor 2 (Homo sapiens), O95136; in the data active = activation above about 16%;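 note: 0% = vehicle low control and 100% = maximal reference agonist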
Target sequence (O95136 whole entry, looked up): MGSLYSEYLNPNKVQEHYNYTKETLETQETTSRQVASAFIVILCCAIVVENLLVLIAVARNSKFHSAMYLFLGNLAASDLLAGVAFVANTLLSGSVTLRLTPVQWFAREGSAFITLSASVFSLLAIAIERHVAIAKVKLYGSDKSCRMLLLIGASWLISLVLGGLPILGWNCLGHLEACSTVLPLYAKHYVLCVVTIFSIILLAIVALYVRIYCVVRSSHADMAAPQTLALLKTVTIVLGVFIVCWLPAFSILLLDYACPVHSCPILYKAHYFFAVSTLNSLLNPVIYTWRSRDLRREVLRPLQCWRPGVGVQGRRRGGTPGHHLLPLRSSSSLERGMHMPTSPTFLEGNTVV
PLK1 inh – human PLK1 kinase inhibitors, primary screen, biochemical, TR-FRET | Serine/threonine-protein kinase PLK1 (Homo sapiens), P53350 | recombinant PLK1 kinase, TR-FRET peptide phosphorylation | inhibition, % at 10 µM | 97,000 compounds, 0.53% hits | AID 619, 2007;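 active = inhibition of 50% or more in the single-concentration screen; inactive = inhibition below 50%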;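 note: 0% = DMSO max control and 100% = H-89 dihydrochloride min control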
MT1-MMP txn act – MT1-MMP promoter reporter activation – cell-based, luciferase luminescence, primary screen. HT1080 MT1-MMP promoter luciferase reporter, overnight; active compounds read high. activation factor at 10 µM. 86,000 compounds, 0.16% hits. AID 750, 2007;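 active = activation factor of at least 2 for MT1-MMP transcription at 10 µM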
S1P2 blocker – human S1P2 receptor antagonists, primary screen, cell-based; Sphingosine 1-phosphate receptor 2 (Homo sapiens), O95136; cell-based S1P2 antagonist assay, inhibition at 5 uM; inhibition, % at 5 µM; 97,000 compounds, 0.21% hits; AID 736, 2007; in the data active = inhibition above about 45%;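 note: CRE beta-lactamase reporter cells expressing human S1P2 stimulated with S1P; 0% = agonist at EC80 alone and 100% = agonist plus reference antagonist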
Active calls of the source: *; . = no result given.

SMILES	EphB4 ephrin blk	PLK1 PBD inh	Rev-RRE block	FAK blocker	PLAP act	S1P2 ag	PLK1 inh	MT1-MMP txn act	S1P2 blocker
Cc1ccc(-n2c(CNc3ccc(F)cc3)nnc2SCC(=O)N2CCOCC2)cc1	2	-19	5	-1	.	-4	-8	1.3	6
COc1cc2[nH]c(=O)n(CCCCCC(=O)NCCCN3CCCC3=O)c(=O)c2cc1OC	-10	9	-2	-6	1.2	-2	-6	.	2
CN=CC1=C(O)CC(C)(C)CC1=O	7	27	7	-3	1	-5	-4	1.1	-2
Brc1ccc(-c2csc(N3CCc4ccccc4C3)n2)cc1	4	-8	10	-2	1.1	-1	-11	.	21
Cn1nnc(NC(=O)C(c2ccccc2)c2ccccc2)n1	-5	-1	4	-1	1	-6	-12	1.1	-10
CN(C)CCCN1C(=O)c2oc3ccccc3c(=O)c2C1c1cccs1 (stereo unspecified)	2	-16	1	2	1.5	-6	-9	1.2	-2
Cc1ccc2c(c1)NC(=O)C(CC(=O)Nc1ccc(CN3CCC(C)CC3)cc1)O2 (stereo unspecified)	-2	-17	0	-5	1.2	-5	-7	1.1	17
COc1cccc(C(c2nnnn2Cc2ccco2)N2CCN(c3cccc(C)c3C)CC2)c1OC (stereo unspecified)	1	-13	7	-1	1.4	-6	-12	1.2	15
CCN(CC)S(=O)(=O)c1cccc(C(=O)OCC(=O)C23CC4CC(CC(C4)C2)C3)c1	4	-30	11	1	0.9	-6	2	1.3	8
Cc1ccc(C)c(NC(=O)CSc2nnc(CCNC(=O)OC(C)(C)C)o2)c1	0	4	10	-3	1.5	-2	-1	1	7
COc1ccc(-n2c(CSc3nc(C)cc(C)n3)nnc2SCC(=O)Nc2nccs2)cc1	-1	-3	3	0	0.9	-1	-5	1.3	16
COc1cc2c3c(c1OC)C1(C=CC(=NO)C=C1)CC3N(C(C)=O)CC2 (stereo unspecified)	0	-15	2	-5	0.9	-4	-4	.	-8
Cc1occc1C(=O)Nc1ccc2c(c1)OCCO2	-2	4	5	1	0.9	-4	0	0.7	4
Cc1ccc(C(=O)C2COC(=O)C2)cc1 (stereo unspecified)	8	-11	3	-1	0.8	1	-35	1.1	-9
Cc1ccc(CNC(=O)C2(C)Oc3ccccc3NC2=O)cc1 (stereo unspecified)	11	-18	6	-1	0.9	-3	14	0.9	8
Cc1nn(C)c(C)c1/C=C/C(=O)c1ccccc1	-3	27	1	3	0.8	-1	-11	.	-4
COc1ccc(OC)c(S(=O)(=O)N2CCCCC2C(=O)O)c1 (stereo unspecified)	3	-9	4	0	1	-2	-7	1.2	-24
O=C(NCC1COc2ccccc2O1)c1cn(Cc2ccc(F)cc2)nn1 (stereo unspecified)	2	-1	6	-3	0.9	-2	-6	1.2	19
CC(C)OC(=O)c1cccc(C(=O)OCc2ccco2)n1	-8	-4	-3	2	1.2	0	-3	1.1	-23
COCC(=O)Nc1nnc(Cc2ccc(OC)cc2)s1	-6	5	5	0	.	-7	-13	1.3	-20
Cc1nnc(NC(=O)CCSc2ccccc2)s1	-6	-10	-3	1	1	-8	-7	1.1	9
COCCNC(=O)c1ccc(Cn2c(=S)[nH]c3cc4c(cc3c2=O)OCO4)cc1	1	8	1	3	0.9	-3	-3	0.8	9
CCCc1ccc(Oc2cn[nH]c2-c2ccc(O)cc2O)cc1	-1	3	11	1	1.8	8	-7	1.2	-7
CCCCS(=O)(=O)CC(COc1ccccc1)OC(=O)c1ccccc1 (stereo unspecified)	6	-25	9	7	1	1	1	1	15
Cc1cc(N2CC(=O)N(CCc3ccccc3)C(=O)C2)n2ncnc2n1	-3	-16	5	0	1	-5	-9	1.1	10
Cc1ccc(-c2noc(CSc3nc(N)cc(N)n3)n2)cc1	3	16	3	0	0.7	-7	-4	1.5	13
CC1=NN(c2nc(C)cc(C)n2)C(=O)C1CCC(C)C (stereo unspecified)	-2	-13	-5	-1	2.3*	-2	3	1.2	-5
COCCCNC(=O)c1c(NC(=O)C2COc3ccccc3O2)sc2c1CCCC2 (stereo unspecified)	-6	-23	3	-2	0.8	0	0	1	9
O=P1(Nn2cnnc2)C=C(c2ccccc2)OC(c2ccccc2)=C1	2	-12	1	0	1.1	1	0	.	-13
CN(CCCNS(=O)(=O)c1cccc2cccnc12)Cc1ccccc1	-8	5	-4	-2	1.4	0	-11	.	5
CCC1CCCCN1CCCNC(=O)c1ccc(CS(=O)(=O)Cc2ccccc2F)o1 (stereo unspecified)	6	-18	6	-1	1.5	-6	-9	1.3	15
Nc1c(C(=O)NC2CCCC2)c2nc3ccccc3nc2n1/N=C/c1ccco1	0	-20	14	0	1.5	2	-9	1.1	2
CS(=O)(=O)c1ccc2nc(NC(=O)CN3CCN(Cc4ccccc4)CC3)sc2c1	-3	18	7	2	1.3	-3	-8	.	-2
CO/N=C(/CS(=O)(=O)Cc1ccccc1Cl)c1ccc(Cl)cc1Cl	11	-22	19	3	0.9	-10	-13	.	5
Cc1cc(NCCO)c2cc(O)ccc2n1	0	12	-1	1	0.8	-3	-9	.	-6
O=C(NC1CCCCC1)NC1CC2CCC(C1)N2C(=O)NC1CCCCC1 (stereo unspecified)	3	-29	6	-3	0.9	-8	-2	1.4	-1
CS(=O)(=O)N1Cc2ccccc2CC1C(=O)Nc1ccccc1C(N)=O (stereo unspecified)	6	-17	9	-3	1	-4	6	1.1	-1
CCN1C(=O)C(O)(C2COC(C)(C)CC2=O)c2ccccc21 (stereo unspecified)	-8	14	3	1	0.9	0	-14	1.1	3
CCCCNC(=O)CC1N=C2c3ccccc3N=C(SCC(=O)Nc3cccc(OC)c3)N2C1=O (stereo unspecified)	-1	13	12	5	1.5	-7	-2	0.9	24
COC(=O)CSc1nnc(-c2sc3ccccc3c2Cl)o1	0	7	-3	0	1	-4	-15	.	-18
Cc1ccc(S(=O)(=O)NNC(=O)C2CCN(Cc3ccccc3)CC2)cc1	5	-21	-5	0	.	0	-15	.	3
CCNc1c([N+](=O)[O-])ncn1C	3	14	5	1	0.8	-3	14	.	-13
Clc1ccc(-c2nnc(C3CCCCC3)o2)cc1	3	-9	9	2	1	-5	-9	.	-9
Cc1cc(C(C#N)c2ccccc2)n2ncnc2n1 (stereo unspecified)	-7	-6	-1	2	1	-1	53*	1.1	-10
CC(=O)OCCCNc1cc(Sc2nc3ccccc3s2)c2nonc2c1[N+](=O)[O-]	8	22	6	10	1	-1	-9	.	5
O=C(Cn1ncc2c1-c1ccccc1OC2)N1CCN(Cc2ccc3c(c2)OCO3)CC1	-7	-9	1	0	1.6	-8	10	1	-4
O=C(/C=C/c1ccco1)NC(=S)Nc1cccc(-c2nc3ccccc3o2)c1	0	33	5	5	1	-12	-4	.	-6
CCOC(=O)c1sc(C)c2c1NC(c1ccc(N(C)C)cc1)NC2=O (stereo unspecified)	-2	-16	34	3	0.9	-6	-8	1.2	15
COc1ccc(-c2cc(C(=O)Nc3c(C)nn(Cc4ccccc4)c3C)no2)cc1	4	21	8	-2	0.8	-6	-10	.	18
COC(=O)c1ccc(NC(=O)CSc2nnc(-c3ccncc3)n2C)cc1	3	-1	3	-1	1.1	-3	-9	1.2	3
COCCNC(=O)Nc1ccc2nc(-c3cccs3)c(-c3cccs3)nc2c1	-11	-22	16	4	1.3	3	-6	1	0
Cc1cc(Cn2ccnc2)c(C)cc1Cn1ccnc1	-1	5	7	1	1.2	-1	1	1.1	-11
Nc1nc2ccccc2n1/N=C/c1cccnc1	-5	3	3	3	.	-2	-8	1.2	-17
CC(=O)Oc1ccc(NC(=O)Cc2ccccc2)cc1	5	11	7	-2	0.8	-3	-7	1.1	8
Oc1[nH]c2ccccc2c1C1=NCCCC1	-2	14	-2	17	1	-5	-5	1.1	-7
CCCCNC(=O)C1CCN(C/C(C)=C/c2ccccc2)CC1	-4	-12	-4	-2	1.4	-4	-6	1	-11
COc1ccccc1Cn1cnc2cccnc21	5	-6	8	-6	1	-1	-16	1.1	21
Cc1cc(C)c(NC(=O)CN(c2ccccc2)S(=O)(=O)N(C)C)c(C)c1	1	-1	3	-2	1.8	0	-6	1.1	-4
Cc1[nH]c2ccccc2c1C(c1ccccn1)c1c(C)[nH]c2ccccc12	1	2	7	0	0.9	-3	0	1.2	8
COc1ccc(CCNC(=O)C2CCCN(S(C)(=O)=O)C2)cc1OC (stereo unspecified)	-1	16	-4	-2	1	-1	10	.	-20

Full records, looked up by structure:
`CCCCNC(=O)C1CCN(C/C(C)=C/c2ccccc2)CC1` as listed: EphB4 ephrin blk: -4; PLK1 PBD inh: -12; Rev-RRE block: -4; FAK blocker: -2; PLAP act: 1.4; S1P2 ag: -4; PLK1 inh: -6; MT1-MMP txn act: 1; S1P2 blocker: -11
`Oc1[nH]c2ccccc2c1C1=NCCCC1` as listed: EphB4 ephrin blk: -2; PLK1 PBD inh: 14; Rev-RRE block: -2; FAK blocker: 17; PLAP act: 1; S1P2 ag: -5; PLK1 inh: -5; MT1-MMP txn act: 1.1; S1P2 blocker: -7

A draw from above in order of length of the SMILES, smallest number first:
SMILES	EphB4 ephrin blk	PLK1 PBD inh	Rev-RRE block	FAK blocker	PLAP act	S1P2 ag	PLK1 inh	MT1-MMP txn act	S1P2 blocker
Cc1cc(C(C#N)c2ccccc2)n2ncnc2n1 (stereo unspecified)	-7	-6	-1	2	1	-1	53*	1.1	-10
CC(=O)Oc1ccc(NC(=O)Cc2ccccc2)cc1	5	11	7	-2	0.8	-3	-7	1.1	8
O=C(NCC1COc2ccccc2O1)c1cn(Cc2ccc(F)cc2)nn1 (stereo unspecified)	2	-1	6	-3	0.9	-2	-6	1.2	19

Next structures follow:
SMILES	EphB4 ephrin blk	PLK1 PBD inh	Rev-RRE block	FAK blocker	PLAP act	S1P2 ag	PLK1 inh	MT1-MMP txn act	S1P2 blocker
CCN(CC)c1ccc(NC(=O)COC(=O)CCC(=O)c2ccc(F)cc2)cc1	7	-26	2	0	1.2	-3	-11	.	1
Cc1cc(N2CCN(C)CC2)n2cc(-c3ccc(F)cc3)nc2n1	-8	10	-5	-4	1	-4	-11	.	-2
O=C(Nc1ccc(-n2nncc2-c2ccco2)cc1)c1cc2ccccc2oc1=O	-2	-9	-17	82*	1	-7	-4	1.1	13
O=C(Nc1ccc(Nc2ccccc2)cc1)C1CC1	-1	9	-2	0	0.9	-2	-6	1.2	4
CCn1c(=O)c2cc(C(=O)N3CCN(C)CC3)sc2c2ccccc21	-4	2	0	1	1.1	2	-13	.	-14
Nc1nc(SCCOc2ccccc2)n[nH]1	0	-21	14	0	2*	-1	-11	1.4	-126
CCCC1CC(C)(C(=O)CSc2n[nH]c(-c3ccccc3)n2)OC1=O (stereo unspecified)	2	4	13	5	1.3	-6	-11	.	5
O=C(Nc1cccc(O)c1)c1ccc(Br)cc1	2	1	6	-1	0.8	-5	-6	0.8	-10
Cc1ccc(C(=O)OCC(=O)Nc2ccccc2C(F)(F)F)cc1S(=O)(=O)N1CCOCC1	0	-15	-1	-4	0.9	-11	-3	1	7
C=CCSc1nnc(-c2ccncc2)n1-c1ccc(OCC)cc1	4	-11	1	0	1	-1	-6	.	-3
CCOc1ccc(/C(O)=C2\C(=O)C(=O)N(CCN(C)C)C2c2cc(OC)ccc2OC)cc1Cl (stereo unspecified)	3	-11	6	0	.	-9	-10	1.1	-15
CC(C)CCC1CC(CSC(=N)N)OC1=O (stereo unspecified)	0	-22	3	0	1.1	1	0	1.2	-12
CC1CCCN(Cc2nc3c(c(=O)n(C)c(=O)n3C)n2CC(N)=O)C1 (stereo unspecified)	-6	13	5	2	1.1	-6	-14	1.1	6
C/C(=C\C(=O)c1ccc(C)o1)Nc1ccc(C(=O)O)cc1C	4	-10	9	-4	1	0	-10	1.2	10
